Glyco luc inh: increase of ERlucT glycosylation luciferase signal, primary screen, N-linked glycosylation inhibitor project, D54 ERlucT cells, luminescence, set 2; D54 ERlucT glycosylation luciferase reporter, 24 h; percent of 100 nM tunicamycin response; reporter increase, % at 12.5 µM; hit rate 0.23% among 360,000;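 active means mean luciferase reporter signal, scaled so untreated is 0 and the glycosylation-blocking control 100, at or above a set limit in every replicate; inconclusive means mean reaches the limit but not every replicate does; inactive means mean below the limit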;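 further: luciferase carries N-glycosylation sites so blocking glycosylation raises the light; 0% = median of neutral control wells and 100% = median of 100 nM tunicamycin wells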
Vif inh: HIV Vif self-association inhibitors, primary screen, imaging, HEK293T, single point; hit rate 0.35% among 340,000; AID 602346, 2012; inhibition, % at 7.49 µM; HEK293T cells, Vif self-association by quenched fluorescence, 24 h; in the data active means inhibition above about 50%, passing the limit was not always enough; inconclusive means no clear call, values can overlap the other calls; inactive means below about 31%; further: some results filed as inactive read as strong as hits
ABHD5-PLIN5 inh: ABHD5-PLIN5 interaction inhibitors, primary screen, cell lysate, split luciferase complementation, luminescence | Perilipin-5 (Homo sapiens) + 1-acylglycerol-3-phosphate O-acyltransferase ABHD5 (Homo … | Split G. princeps luciferase complementation, 4 h | inhibition, % at 4 µM | hit rate 0.78% among 360,000;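 active means inhibition above the mean inhibition across every tested compound plus 3 SD, cut at about 22% in these data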;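 further: 0% = DMSO only wells and the 100% control is not disclosed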
Target sequence (Q00G26 whole entry, looked up): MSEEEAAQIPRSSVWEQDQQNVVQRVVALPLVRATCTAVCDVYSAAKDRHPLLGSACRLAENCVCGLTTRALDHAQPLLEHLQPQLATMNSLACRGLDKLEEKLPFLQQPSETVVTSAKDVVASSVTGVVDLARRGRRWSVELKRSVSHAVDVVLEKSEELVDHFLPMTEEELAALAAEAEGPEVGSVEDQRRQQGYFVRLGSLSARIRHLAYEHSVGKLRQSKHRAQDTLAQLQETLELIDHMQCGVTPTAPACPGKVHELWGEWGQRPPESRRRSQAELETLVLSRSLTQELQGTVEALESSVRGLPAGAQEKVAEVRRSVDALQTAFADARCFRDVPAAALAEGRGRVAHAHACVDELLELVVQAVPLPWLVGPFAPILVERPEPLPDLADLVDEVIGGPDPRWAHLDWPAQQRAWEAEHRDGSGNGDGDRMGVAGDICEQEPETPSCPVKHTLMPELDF
Target sequence (Q8WTS1 whole entry, looked up): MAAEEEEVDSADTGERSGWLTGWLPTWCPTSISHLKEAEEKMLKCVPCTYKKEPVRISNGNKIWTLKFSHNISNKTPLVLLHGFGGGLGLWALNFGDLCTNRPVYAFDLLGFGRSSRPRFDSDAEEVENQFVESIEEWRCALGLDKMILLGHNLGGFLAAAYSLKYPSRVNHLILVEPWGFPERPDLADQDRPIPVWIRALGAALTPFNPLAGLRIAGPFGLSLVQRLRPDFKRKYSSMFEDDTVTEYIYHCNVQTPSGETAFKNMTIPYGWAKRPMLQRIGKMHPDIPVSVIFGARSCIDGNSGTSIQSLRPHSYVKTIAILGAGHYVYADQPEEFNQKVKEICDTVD
NOD2-RIPK2 inh: NOD2-RIPK2 binding disruptors in cells, primary screen, fluorescence, CHO cells, BLA complementation | CCF4 ratio | inhibition, % at 4.98 µM | hit rate 0.38% among 360,000 | AID 624267, 2012; in the data active means inhibition above about 21%;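 further: 0% = vehicle only and 100% = reference blocker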
ABCB6 inh 2: ABCB6 transporter inhibitors, primary screen, K562-ABCB6 cells, flow cytometry, MLPCN library; K562-ABCB6 porphyrin accumulation, 1 h; active compounds read low; hit rate 0.19% among 360,000; ATP-binding cassette sub-family B member 6 (Homo sapiens), Q9NP58; fluorescence ratio to DMSO, % at 10 µM; AID 602162, 2011;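 active means fluorescence ratio to DMSO below 75%, the collection mean minus 3 SD; inconclusive means too few cells collected in the well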;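 further: signal is porphyrin accumulated inside mitochondria; 100% equals median channel fluorescence of DMSO control wells; lower ratio means ABCB6 inhibition with less porphyrin fluorescence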
Granule exo inh: LAMP-1 surface exposure blockers, TALL-104 cells – cell-based, flow cytometry, MLPCN library, primary screen; TALL-104 LAMP-1 surface exposure; cells stimulated with thapsigargin and PMA; inhibition, % at 10 µM; hit rate 0.66% among 360,000;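 active means inhibition above about 55%, limit read from the data; inconclusive means no clear call, values can overlap the other calls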
MC4R antag cAMP: MC4R antagonists of cAMP signaling, primary screen, cell-based, TR-FRET, antagonist arm of biased-ligand search | Melanocortin receptor 4 (Homo sapiens), P32245 | MC4R-expressing cells, MTII-stimulated cAMP, LANCE TR-FRET | inhibition, % at 6.5 µM | hit rate 0.48% among 360,000 | AID 540295, 2011;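 active means inhibition above its plate's cutoff, the mean of tested wells on that plate plus 3 SD, cut at about 29% in these data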;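 further: 0% = Melanotan II alone and 100% = Melanotan II plus saturating MCL0020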
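System: U2OS-MC4R stable cell line; Technique: Eu-cAMP/anti-cAMP TR-FRET, emission 671 nm; Repeats: single well per compound; Also added: Melanotan II; Dosing: one concentration, 6.5 µM nominal; Schedule: 30-min compound, 1-h challenge, 1-h detection, room temperature.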
MC4R ag barr: MC4R agonists recruiting beta-arrestin, primary screen, cell-based, luminescence, agonist arm of biased-ligand search | Melanocortin receptor 4 (Homo sapiens), P32245 | U2OS MC4R beta-arrestin complementation; percent of melanotan II response, DMSO zero | activation, % at 8.9 µM | hit rate 0.98% among 360,000;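 active means activation above a per-plate cutoff, the mean activation of sample wells on that plate plus 3 SD, cut at about 8% in these data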
TLR9-MyD88 block: inhibitors of TLR9-MyD88 association in cells, primary screen, cell-based, CHO, BLA complementation, fluorescence; hit rate 0.21% among 340,000; inhibition, % at 4.98 µM; AID 504734, 2011; CCF4 FRET ratio;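 active means inhibition above the mean over all tested compounds plus 3 SD, cut at about 21% in these data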;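 further: 0% = DMSO only wells and 100% = clavulanate BLA inhibitor control wells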
aDG glyco act: activators of alpha-DG glycosylation, primary screen, uHTS, Pro5-aDG cells, AlphaScreen; alpha-DG glycosylation AlphaScreen (IIH6); 0% Pro5, 100% B10-LARGE cell signal; activation, % at 10 µM; hit rate 0.22% among 360,000;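 active means activation of at least 8% versus controls, or a plate z-score of at least 8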;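 further: Pro5 are CHO cells carrying HIG-tagged alpha-DG that lacks glycosylation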
Active calls of the source: *; i = inactive; ? = inconclusive; / = not tested or not shown. Some of the compounds tested (hit frequency here may not be typical).

SMILES	Glyco luc inh	Vif inh	ABHD5-PLIN5 inh	NOD2-RIPK2 inh	ABCB6 inh 2	Granule exo inh	MC4R antag cAMP	MC4R ag barr	TLR9-MyD88 block	aDG glyco act
CC(=O)c1nnn(-c2ccc(F)cc2F)c1C	2	7	3	-6	100	-3	-1	0.8	5	0.0
O=C(c1cccc(Cl)c1)N1CCN(CCCc2ccccc2)CC1	-4	-1	3	7	97	2	12	-3.1	6	0.1
O=C(NC(=S)Nc1ccc(N2CCOCC2)cc1)c1cccs1	-1	10	1	-5	99	0	5	-2.5	-16	-0.4
N#Cc1c(NC(=O)CSc2nnnn2C2CCCC2)sc2c1CCCC2	2	16	3	-7	99	1	4	0.1	2	0.0
CC(NC(=O)CN(C)Cc1ccc(Br)cc1)c1ccccc1 (configuration not stated)	-2	-6	-2	-2	96	-1	14	0.2	2	0.0
O=C(Oc1ccccc1)c1ccccc1OS(=O)(=O)c1ccccc1	-2	-2	-6	5	96	0	8	-1.1	3	0.0
Cc1c(C)c2c(C)nn(-c3ccccc3)c2[nH]c1=O	1	-1	-6	-2	96	-2	-4	-1.4	2	0.1
Cc1ccc(Cn2nc(C)c(NC(=O)CCCn3nc([N+](=O)[O-])c(Cl)c3C)c2C)cc1	-1	-3	10	-4	89	-2	-12	1.2	-12	-0.2
COc1ccc(S(=O)(=O)NCC(=O)Nc2ccc3c(c2)OCCO3)cc1OC	1	3	-1	2	101	5	1	-1.1	-3	-0.1
COc1ccc(OC)c(NC(=O)CC2Oc3ccccc3NC2=O)c1 (configuration not stated)	-2	2	-1	1	99	-3	4	-0.2	-10	0.1
Cc1cc(C)n(C(=O)c2ccc([N+](=O)[O-])cc2N)n1	-1	17	2	-7	98	-3	12	-1.7	-6	0.4
CCOc1ccc2oc(C(=O)Nc3cc(C)ccn3)c(C)c2c1	-13	-6	-1	-4	97	15	5	2.6	8	0.0
O=C(C1=C(O)C(=O)N(c2ncccn2)C1c1ccc(F)cc1)c1ccco1 (configuration not stated)	2	-7	6	3	99	14	14	-2.3	-6	0.0
O=C(Cn1cccc1C(=O)c1ccccc1)NCc1ccccn1	0	-26	6	-9	97	-5	6	-2.0	3	2.0
CCOC(=O)c1cc2cc([N+](=O)[O-])cc(OC)c2oc1=O	-1	2	3	-3	101	-2	17	-3.3	-1	-0.1
Cc1ccc(S(=O)(=O)N2CCN(C(=O)COC(=O)CCCOc3ccccc3)CC2)c(C)c1	3	7	2	0	99	4	4	-1.7	1	0.0
COC(=O)C(C)Sc1nnc(Cc2cc(=O)[nH]c(=O)[nH]2)n1-c1cccc(OC)c1 (configuration not stated)	-1	16	-3	-2	107	-3	7	0.3	-6	0.2
O=C(NCCCN1CCOCC1)C(=O)N/N=C/c1c2ccccc2cc2ccccc12	0	?	3	3	99	-5	-13	-0.7	-8	0.0
Cc1ccc(S(=O)(=O)N(C)C)cc1NC(=O)C(C)Sc1ccccc1 (configuration not stated)	-1	14	-4	-2	102	40	3	-1.8	-1	-0.2
COc1cccc(OC)c1CN(C)C(=O)c1cnccc1C(F)(F)F	3	-3	4	-7	96	-2	1	0.9	/	0.0
CC1(C)CC2C1CCC1(O)CC2(C)CCC1N(O)c1ccc(C(=O)NCCO)cn1 (configuration not stated)	2	-1	-3	-1	98	-1	5	-1.5	-10	0.0
O=S1(=O)CCO[C@H]2Cc3ccccc3[C@H]2N1Cc1cccc(Cl)c1	10	-4	-9	1	96	-1	9	6.5	-12	-0.2
Cc1cc(C)nc(NS(=O)(=O)c2ccc(N=NN(C)C)cc2)n1	2	-4	2	-10	108	-4	1	-0.8	1	0.0
CCc1ccc(NC(=O)CCc2nnc3ccc(N4CCCC4)nn23)cc1	3	1	-3	-2	96	14	11	-1.7	-16	-0.2
CCCNNC(=O)C(O)(c1cccc(C)c1)c1cccc(C)c1	1	-3	-7	-6	102	-1	3	-0.4	-7	0.2
Next section.
SMILES	Glyco luc inh	Vif inh	ABHD5-PLIN5 inh	NOD2-RIPK2 inh	ABCB6 inh 2	Granule exo inh	MC4R antag cAMP	MC4R ag barr	TLR9-MyD88 block	aDG glyco act
Cc1ccn2c(=O)c(NC(=O)c3ccc(Br)o3)c(C)nc2c1	2	1	2	-5	100	16	11	-3.5	-4	1.2
O=C1CCC(c2ccccc2)N1c1ccccc1 (configuration not stated)	1	14	-3	-12	106	-2	16	1.9	-6	-0.2
Cc1ccccc1CN(c1ccc(C(=O)NCCC2=CCCCC2)cc1)S(C)(=O)=O	-3	?	-6	5	91	16	13	-1.8	1	0.1
Cc1ccc(OCC(O)CN2CCN(Cc3ccc4c(c3)OCO4)CC2)cc1C (configuration not stated)	-5	-13	-2	-6	97	-1	2	-1.6	-8	0.1
Nc1nnc(SCc2ccc(Cl)cc2)s1	-1	11	-3	2	102	-3	9	-2.0	-6	0.1
CCCC(=O)c1c(C)c2ccccc2n1C	-1	23	0	-1	93	-1	-8	0.3	0	-0.1
COCc1ccc(C(=O)Nc2ccc(C(=O)O)cc2)o1	3	-3	-2	-5	97	-4	0	-1.1	9	-0.2
CCCOc1ccc(N2C(=O)CC(SCC(N)C(=O)OCC)C2=O)cc1 (configuration not stated)	6	2	-3	-6	92	-7	8	-0.9	8	0.0
C=CCN1C(=O)/C(=C\C=C2\N(C)c3ccccc3C2(C)C)SC1=S	-1	-1	0	-2	i	0	-5	-1.0	-8	1.3
Cc1cc(Br)ccc1OCCCCN1CCC(C)CC1	1	3	5	6	99	2	7	2.2	-12	1.4
CCCCn1c(CNC(C)=O)nc2ccccc21	1	-1	-4	1	100	4	7	0.9	3	0.1
Cc1cccc(-c2nnc(-c3cccc(NC(=O)Cc4cccs4)c3)o2)c1	-1	15	11	9	95	4	10	1.3	9	0.3
O=C(NCCN1CCOCC1)c1ccccc1Cl	2	0	2	4	99	12	-2	0.2	5	-0.1
COc1cccc(-c2cc(C(=O)Nc3c(C)nn(Cc4ccccc4)c3C)no2)c1	-4	-10	4	8	95	-1	9	1.6	4	0.6
CCC(Oc1ccc(F)cc1)C(=O)N1CCCCCCC1 (configuration not stated)	1	-4	1	-3	107	-3	10	1.9	12	0.0
COc1cccc(CNS(=O)(=O)c2ccc3c(c2)CCN3C(=O)C2CC2)c1	1	-3	1	-22	96	-2	6	0.2	-7	0.4
CC(C)[C@H](NC(=O)c1ccccc1F)C(=O)NNC(=O)c1cccs1	0	1	-4	-4	101	-1	1	-2.2	-4	0.0
CCOP(=O)(c1ccc(N(C)C)cc1)C(O)c1ccccc1OC (configuration not stated)	2	26	2	0	92	-1	-3	-0.9	-5	-0.2
CC(Sc1nnc(CC(C)c2ccccc2)n1N)C(N)=O (configuration not stated)	-1	2	-4	-3	95	-8	11	-0.6	-2	0.0
Brc1ccc2nc(N3CCCC3)sc2c1	-11	-3	0	-10	97	-7	-11	-1.4	-4	-0.2
Cc1cc(N=O)c(C)cc1O	-6	11	-1	-9	100	-6	-8	-1.4	/	-0.4
COc1ccc(CN2C(=O)CN(S(C)(=O)=O)CC2(C)C(=O)Nc2c(C)cccc2C)cc1OC (configuration not stated)	/	/	5	-7	/	-7	/	/	/	0.5
CC1CCN(S(=O)(=O)c2cn(C)c(=O)n(C)c2=O)CC1	2	/	0	-5	105	-1	8	-0.8	-6	-0.3
COc1ccc(Nc2nc(-c3cccs3)nc3ccccc23)cc1	-5	9	1	-3	94	37	4	0.8	8	0.3
CCCOc1ccc(-c2c(C(=O)N/N=C/c3ccncc3)nnn2-c2nonc2N)cc1	6	8	-2	-6	105	-2	4	-3.3	5	1.9
The list continues.
SMILES	Glyco luc inh	Vif inh	ABHD5-PLIN5 inh	NOD2-RIPK2 inh	ABCB6 inh 2	Granule exo inh	MC4R antag cAMP	MC4R ag barr	TLR9-MyD88 block	aDG glyco act
COC(=O)c1ccc(C(NC(=O)OCc2ccccc2)/C(F)=C/[C@@H](C)C(=O)O)cc1 (some centres not stated)	3	-4	-3	8	99	-4	1	-1.3	1	-0.3
Cc1cc(=O)c(C(=O)O)c(C)n1-c1ccccc1	0	15	12	-35	98	9	13	-0.7	3	-0.1
COC(=O)C1=C(N)Oc2c(oc(CO)cc2=O)C1c1ccccc1F (configuration not stated)	0	-13	-2	3	96	-2	3	-3.1	2	-0.1
O=C(Nc1ccccc1)N1N=C(c2ccc(F)cc2)CC1c1ccc(F)cc1 (configuration not stated)	-5	2	-3	3	96	-5	11	-4.1	-1	0.3
Clc1ncnc2c1oc1ccccc12	-4	-5	-1	-11	102	72*	39*	-2.0	-9	0.5
CCn1c(SCC(=O)Nc2cc(C)on2)nnc1-c1ccccc1	2	-14	0	5	93	-2	-1	2.6	0	0.0
O=C(Nc1ccc(CN2CCOCC2)cc1)c1cc2ccccn2n1	-21	3	-6	7	97	-6	7	0.6	0	0.0
COc1ccc(C(CNC(=O)CNC(=O)c2cccc(C)c2)N2CCOCC2)cc1 (configuration not stated)	1	5	12	-5	96	0	-6	-1.1	-6	0.0
COc1ccc(CC(=O)NN2C(=O)c3ccccc3C2=O)cc1	0	-2	-5	-8	100	-2	2	-1.3	-6	0.0
Cc1ccnc(NC(=O)c2ccc(COc3ccc(Cl)cc3)o2)c1	2	7	-6	10	97	-2	2	-1.3	1	0.1
COc1cc(C(=O)NNC(=O)CSc2nnc3ccccn23)cc(OC)c1OC	2	4	-1	0	103	-4	-3	-1.7	-6	0.0
COCC(=O)Nc1nc2n(n1)C(c1ccccc1)CC(c1ccc(OC)cc1)N2 (configuration not stated)	0	-4	2	28*	98	0	-4	-1.8	13	0.0
CC1CCc2c(sc(NC(=O)CSc3nnc(-c4ccccc4)o3)c2C#N)C1 (configuration not stated)	1	-6	5	1	103	1	-5	2.4	6	-0.1
Cn1c(=O)c2cc(S(=O)(=O)NCCC(=O)NCCC3=CCCCC3)ccc2n(C)c1=O	-1	-16	0	-19	100	-2	5	1.0	-6	0.0

A draw from above in order of heavy-atom count, high to low.
SMILES	Glyco luc inh	Vif inh	ABHD5-PLIN5 inh	NOD2-RIPK2 inh	ABCB6 inh 2	Granule exo inh	MC4R antag cAMP	MC4R ag barr	TLR9-MyD88 block	aDG glyco act
COC(=O)C1=C(N)Oc2c(oc(CO)cc2=O)C1c1ccccc1F (configuration not stated)	0	-13	-2	3	96	-2	3	-3.1	2	-0.1
O=C(c1cccc(Cl)c1)N1CCN(CCCc2ccccc2)CC1	-4	-1	3	7	97	2	12	-3.1	6	0.1
O=C1CCC(c2ccccc2)N1c1ccccc1 (configuration not stated)	1	14	-3	-12	106	-2	16	1.9	-6	-0.2

Assay outcomes as filed in PubChem BioAssay.
